TDP43 rescue: qHTS of TDP-43 Inhibitors | TDP-43 expressing yeast growth rescue, BacTiter-Glo, 24 h | Potency, µM (doses to about 46.1 µM), for inactives: at the top dose growth rescue (activation), usual class: activators | 410,000 tested, 1.8% active | AID 652104, 2013; note: potency is the fitted concentration of half-maximal effect; % of control where 0% means no effect; nearly all actives have a fitted effect of over 50% in size
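Yeast cells expressing TDP-43 under galactose induction are exposed to compounds for 24 hr at 30 deg C. BacTiter-Glo luminescence measures growth, so protective compounds score as activators.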
GLP1R inv ag: qHTS of GLP-1 Receptor Inverse Agonists (Inhibition Mode) | Glucagon-like peptide 1 receptor (Homo sapiens), P43220 | AID 624417, 2012 | 410,000 tested, 1.6% active | HEK293 GLP-1R CRE-luciferase, luminescence, 24 h; GLP-1R form is constitutively active | Potency, µM (doses to about 38.3 µM), for the others: top-dose activity change, negative = inhibition, hits mostly inhibitors; note: potency is the fitted concentration of half-maximal effect; % is set by controls: 0 for no effect and ±100 for the full control effect; nearly all actives have a fitted effect of over 55% in size
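Readout was luciferase luminescence, measured 12 min after detection reagent at room temperature. Beforehand, GLP-1R reporter HEK293 cells had sat 12 h, then received compounds for 24 hr at 37 deg C.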
DRD3 antagonist: qHTS of D3 Dopamine Receptor Antagonist: qHTS. D(3) dopamine receptor (Homo sapiens), P35462. D3R cells, DiscoveRx beta-arrestin luminescence, antagonist mode; hits give low values. max response, negative = inhibition, %. 360,000 tested, 2.5% active; in the data active = max response below about -50%; inconclusive = no clear call, values can overlap the other calls; note: % is set by controls: 0 for no effect and ±100 for the full control effect; mostly tested at two doses, the higher about 12 µM
Target sequence (P35462 whole entry, looked up): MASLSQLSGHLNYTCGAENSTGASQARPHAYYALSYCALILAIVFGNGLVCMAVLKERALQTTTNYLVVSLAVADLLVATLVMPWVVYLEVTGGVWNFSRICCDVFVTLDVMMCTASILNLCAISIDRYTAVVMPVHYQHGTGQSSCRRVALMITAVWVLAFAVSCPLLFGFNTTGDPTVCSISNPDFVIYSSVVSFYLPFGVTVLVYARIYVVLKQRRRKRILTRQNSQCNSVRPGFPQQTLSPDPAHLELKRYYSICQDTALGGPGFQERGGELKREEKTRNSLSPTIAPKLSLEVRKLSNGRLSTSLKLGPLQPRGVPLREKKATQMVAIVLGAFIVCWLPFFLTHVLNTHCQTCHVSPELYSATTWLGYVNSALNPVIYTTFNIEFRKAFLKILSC
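Cells expressing the human receptor were seeded at 1500 cells/well, incubated overnight at 37 degrees C in 5% CO2, then exposed to library compounds with dopamine controls for 90 minutes at 37 degrees C before luminescent detection.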
D3 ag: qHTS of D3 Dopamine Receptor Agonist: qHTS | D3R DiscoveRx beta-arrestin cells, luminescence, 90 min | AID 652048, 2013 | D(3) dopamine receptor (Homo sapiens), P35462 | max activation, % | 410,000 tested, 0.58% active; in the data active = max activation above about 30%; note: 0% is about no effect; mostly tested at two doses, the higher about 12 µM
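Cells at 1500/well, incubated overnight, then treated with pinned compounds (dopamine as control) for 90 min at 37 degrees C. DiscoveRx reagent added for 30 - 60 minutes at room temperature; luminescence read.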
GLP-1R agonist: qHTS of GLP-1 Receptor Agonists; Glucagon-like peptide 1 receptor (Homo sapiens), P43220; HEK293 GLP-1R CRE-luciferase, luminescence, 4-6 h; cells express a hypersensitive GLP-1R form; Potency, µM (top dose mostly 45.6 µM), without a hit: at the top dose activation, most hits filed as activators; 380,000 tested, 0.007% active; note: potency is the fitted concentration of half-maximal effect; % of control where 0% means no effect
PTHR1 agonist: qHTS for PTHR1 Agonists: Primary Screen | HEK293 GP2 PTHR1 cells, GloSensor cAMP luminescence, 1 h | Potency, µM (titrated, usually from 115 µM), for the others: top-dose activation, hits mostly activators | Parathyroid hormone/parathyroid hormone-related peptide receptor (Homo sapiens), Q03431 | AID 743266, 2014 | 410,000 tested, 0.075% active; note: potency is the fitted concentration of half-maximal effect; nearly all actives have a fitted effect of over 55% in size; some results filed as inactive show a strong effect at the top dose; inactives centre near -15; many of its hits are not listed in these tables
Target sequence (Q03431 whole entry, looked up): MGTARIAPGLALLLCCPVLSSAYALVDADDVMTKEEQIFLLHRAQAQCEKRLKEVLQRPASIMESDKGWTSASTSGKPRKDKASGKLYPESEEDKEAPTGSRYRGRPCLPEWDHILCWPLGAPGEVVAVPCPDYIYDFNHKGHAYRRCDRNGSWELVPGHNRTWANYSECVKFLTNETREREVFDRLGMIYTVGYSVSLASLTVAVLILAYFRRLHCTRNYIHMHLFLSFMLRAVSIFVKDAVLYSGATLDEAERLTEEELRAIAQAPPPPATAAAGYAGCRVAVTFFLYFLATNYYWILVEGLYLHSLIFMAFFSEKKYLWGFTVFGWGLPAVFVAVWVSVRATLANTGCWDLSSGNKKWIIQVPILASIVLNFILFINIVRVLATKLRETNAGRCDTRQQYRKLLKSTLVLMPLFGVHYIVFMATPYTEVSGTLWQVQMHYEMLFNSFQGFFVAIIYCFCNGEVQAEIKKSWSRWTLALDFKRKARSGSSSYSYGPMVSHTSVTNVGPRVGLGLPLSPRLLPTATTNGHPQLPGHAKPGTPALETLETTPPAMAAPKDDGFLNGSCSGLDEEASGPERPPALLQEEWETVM
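HEK-293-derived GP2 cells expressing PTHR1 and a GloSensor cAMP reporter, 3,000/well, plated overnight, given luciferin plus IBMX (each 0.5 mM as added) for 1 h at 37 °C, then compound for 1 h at 37 °C. Luminescence was read after 15 min at room temperature.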
GLP1R cytotox: qHTS of GLP-1 Receptor Inverse Agonists: Cytotox Screen; Potency, µM (highest dose often 38.3 µM), without a hit: at the top dose activity change, negative = inhibition, actives largely listed as inhibitors; HEK293 cAMP-luciferase reporter cells, luminescence, 24 h; 410,000 tested, 0.13% active;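 note: loss of luciferase light is scored as toxicity; potency is the fitted concentration of half-maximal effect; % is set by controls: 0 for no effect and ±100 for the full control effect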
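Compound-treated cells are incubated 24 hr at 37 deg C under 5% CO2 after a 12 hour attachment period, then luciferase detection reagent is added and luminescence is measured following 12 min at room temperature; lowered signal indicates toxicity.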
KB-V1 cytotox: qHTS assay for MDR1-selective chemotherapeutics: Primary screen using the drug-selected MDR subline cells KB-V1; 400,000 tested, 3.4% active; Potency, µM (doses to about 46.1 µM), for the others: at the highest dose activity change, negative = cytotoxicity, hits mostly cytotoxic; KB-V1 MDR cells viability, CellTiter-Glo, 72 h; note: potency is the fitted concentration of half-maximal effect; % is set by controls: 0 for no effect and ±100 for the full control effect; nearly all actives have a fitted effect of over 60% in size
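Potencies derive from concentration-effect curves fitted to normalized luminescence (CellTiter-Glo) of KB-V1 cells treated for 72 h at 37 degrees C in phenol-red-free DMEM containing 10% FBS.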
aSyn yeast inh: qHTS of alpha-syn Inhibitors | Potency, µM (highest dose often 46.1 µM), inactives show top-dose growth rescue (activation), hits mostly activators | AID 652106, 2013 | 370,000 tested, 0.14% active | Yeast expressing alpha-synuclein, growth rescue, BacTiter-Glo, 24 h; note: potency is the fitted concentration of half-maximal effect; % of control where 0% means no effect; nearly all actives have a fitted effect of over 65% in size
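Screening used galactose-induced yeast with toxic alpha-synuclein levels, exposed to compound for 24 hr at 30 deg C. Cell growth, read with BacTiter-Glo luminescence, gave the measured signal.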
* marks the source's active call; other numbers are inactive results; i = inactive; ? = inconclusive; / = not tested or not shown; & = joins results of further samples; [ ] = another dose, or the depositor's remark. Unless noted, calls come from the whole dose curve; as a rule, active = well fitted curve in the direction sought with a large enough effect; inconclusive = small, poorly fitted or top-dose-only effect, or another doubt; inactive = no such curve, though single readings can be large; an effect the other way counts as inactive or inconclusive. Only part of the results is shown; count on the stated rates, not on these rows.

cpd	SMILES	TDP43 rescue	GLP1R inv ag	DRD3 antagonist	D3 ag	GLP-1R agonist
1	CCN(C(=O)COC(=O)CSc1ccc(C)c(C)c1)C1CCS(=O)(=O)C1 (stereo unspecified)	0%	10%	-4	-4	-13%
2	O=C(Nc1ccccc1F)C1CCN(C(=O)NCc2ccccc2)CC1	-12%	-27%	8	-4	1%
3	CS(=O)(=O)c1ccc(Cl)c(NC(=O)CSc2nncn2-c2ccccc2)c1	-2%	-20%	5	-13	11%
4	Oc1ccc(Cl)cc1C1=NCCNC(C(F)(F)C(F)F)=C1	8%	0%	-26	-3	2%
5	COc1ccc2ncc3c(-c4ccccc4)nn(-c4ccc(C)c(C)c4)c3c2c1	11%	-9%	/	3	1%
6	O=C(c1ccco1)N1CCN(C(=O)N2CCCCC2)CC1	-33%	19%	4	-2	2%
7	Cc1ccc(C(=O)N2CCC(n3nccc3NC(=O)Nc3cccc(F)c3)CC2)cn1	7%	9%	0	1	3%
8	OC(c1ccccc1)c1ncc(-c2ccccc2F)[nH]1 (stereo unspecified)	20%	-1%	6	5	-1%
9	CCc1nc(SCC(=O)Nc2ccccc2C)n[nH]1	10%	-4%	3	7	0%
10	COC(=O)[C@H]1C[C@@H]1[C@H](NC(=O)c1cc(C)on1)c1ccccc1	6%	10%	7	1	-6%
11	COc1ccc(Oc2cc(C(F)(F)F)nc(N(C)C)n2)cc1	-18%	-23%	3	3	1%
12	CCOc1ccccc1C(=O)Nc1ccc2c(c1)N(C)C(=O)c1ccccc1S2	10%	?	/	9	/
13	c1ccc(-c2nc3ccccn3c2NCc2ccc3c(c2)OCO3)cc1	-1%	?	21	-4	7%
14	Cc1ccc[n+](C(C)C(=O)Nc2ccc([N+](=O)[O-])cc2C)c1 (stereo unspecified)	/	-12%	1	-14	0%
15	CCOc1ccc(OCC)c(NC(=O)C2CCCN(S(=O)(=O)c3ccc(C)cc3)C2)c1 (stereo unspecified)	12%&6%	?	3	2&5	-5%

cpd	PTHR1 agonist	GLP1R cytotox	KB-V1 cytotox	aSyn yeast inh
1	i	-5%	6%	3%
2	-6%	3%	-16%	-1%
3	i	2%	-10%	-2%
4	-17%[57.5 µM]	-30%	-11%	-7%
5	-13%	1%	0%	/
6	-24%	1%	-3%	-1%
7	i	-11%	7%	-3%
8	-34%[inhibitor]	-5%	4%	4%
9	i	4%	37%	-5%
10	i	2%	?	-9%
11	-2%	-8%	-2%	-2%
12	i	-20%	?	/
13	-15%	-2%	-6%	-17%
14	i	2%	?	2%
15	-32%&-13%[inhibitor]	-1%&1%	7%	-4%

New compounds follow:
cpd	SMILES	TDP43 rescue	GLP1R inv ag	DRD3 antagonist	D3 ag	GLP-1R agonist
16	Cc1ccccc1N1CCN(C2CCCN(C(=O)c3csc(C(C)C)n3)C2)CC1 (stereo unspecified)	-23%	?	-3	-26	1%
17	COc1ccccc1OCC(=O)Nc1cccc(N(C)S(C)(=O)=O)c1	-1%	35%[activator]	17	6	15%
18	COc1cccc(C=NN2CCCCCC2)c1OC	-6%	-25%	0	0	22%
19	COc1cc2c(cc1OC)C(C)N(C(=O)c1cc3c(C)cc(C)cc3[nH]1)CC2 (stereo unspecified)	?	?	2	0	12%
20	COc1cccc(NC(=O)COc2cccc(-n3cnnn3)c2)c1	30%	23%	2	0	0%
21	C#CCOc1c(/C=C\c2nc(O)c([N+](=O)[O-])c(=O)[nH]2)cc(Br)cc1OC	27%	-4%	?	-4	-6%
22	O=C1N[C@@H](c2ccccc2)COC(=O)[C@@H](Cc2ccc(F)cc2)C/C=C\C[C@H]1CC(=O)N(CCO)Cc1ccccc1	20%	-7%	4	-5	-2%
23	NC(=O)c1ncn([C@@H]2O[C@H](CN=C3NS(=O)(=O)c4ccccc43)[C@@H](O)[C@H]2O)n1	14%	8%	47	40*	0%
24	C/C(CC(=O)NC1CCCC1)=N\NC(=O)Cc1csc(N)n1	8%	-10%	0	1	5%
25	O=C(Nc1ccc(F)cc1F)c1cc(=O)n(-c2ccccc2)c(=O)[nH]1	-15%	20%	0	1	1%
26	O=C(N/N=C1\CCCc2oc(C(=O)O)cc21)c1ccccc1	-13%[9.22 µM]	11%	-22	-5	2%
27	Cc1ccc(C(=O)NC(N(C)C)C(Cl)(Cl)Cl)cc1 (stereo unspecified)	10%	10%	-8	0	7%
28	COC(=O)C1=C(C)N(Cc2ccccc2)C(=NCc2cc(OC)c(OC)c(OC)c2)N[C@H]1c1cccc(F)c1	11%	?	-24	2	-7%
29	Cc1ccc(Sc2nc([N+](=O)[O-])nn2C)cc1	?	1%	5	4	-11%
30	O=C(CSc1nc(=O)[nH]c2c1CCCC2)Nc1ccccc1C(F)(F)F	-7%	2%	/	0	/

cpd	PTHR1 agonist	GLP1R cytotox	KB-V1 cytotox	aSyn yeast inh
16	-35%[inhibitor]	-1%	0%	-1%
17	i	0%	6%	8%
18	-13%	-6%	29%	2%
19	-1%	-28%	?	-7%
20	-25%	-10%	0%	-1%
21	-6%	5%	11%	6%
22	i	-2%	?	5%
23	-29%	1%	?	-1%
24	-19%	1%	?	3%
25	-2%	6%	?	23%
26	i	-1%	-5%	5%
27	-16%	-20%	0%	-2%
28	-21%	-8%	8%	1%
29	-17%	-16%	?	8%
30	i	-17%	/	/

Just GLP1R inv ag, D3 ag and DRD3 antagonist, for some of the entries so far:
nr	mol	GLP1R inv ag	D3 ag	DRD3 antagonist
26	O=C(N/N=C1\CCCc2oc(C(=O)O)cc21)c1ccccc1	11%	-5	-22
27	Cc1ccc(C(=O)NC(N(C)C)C(Cl)(Cl)Cl)cc1 (stereo unspecified)	10%	0	-8

Record cards, from the list above. Screens in order: TDP43 rescue | GLP1R inv ag | DRD3 antagonist | D3 ag | GLP-1R agonist | PTHR1 agonist | GLP1R cytotox | KB-V1 cytotox | aSyn yeast inh
Results for `COc1ccccc1OCC(=O)Nc1cccc(N(C)S(C)(=O)=O)c1` → -1% | 35%[activator] | 17 | 6 | 15% | i | 0% | 6% | 8%
Results for `Cc1ccccc1N1CCN(C2CCCN(C(=O)c3csc(C(C)C)n3)C2)CC1` (stereo unspecified) → -23% | ? | -3 | -26 | 1% | -35%[inhibitor] | -1% | 0% | -1%

Next records.
cpd	SMILES	TDP43 rescue	GLP1R inv ag	DRD3 antagonist	D3 ag	GLP-1R agonist
31	COc1cc2c(c(OC)c1OC)C(c1ccc3c(c1)OCO3)CC(=O)O2 (stereo unspecified)	8%	10%	55	11	8%
32	CCC(=O)Nc1cccc(-c2cn3ccsc3n2)c1	12%	6%	12	-2	3%
33	N#Cc1ccccc1OCC(=O)N(Cc1nnc(-c2ccccc2Cl)o1)C1CC1	2%	1%	-22	-3	13%
34	CCCCCN(CCCCC)C(=O)C(CCC(=O)O)NC(=O)c1ccc(Cl)c(Cl)c1 (stereo unspecified)	14%	2%	17	15&10	0%&7%
35	Cc1cc(C)cc(N2CCCn3c2nc2c3c(=O)[nH]c(=O)n2C)c1	-15%	-33%	1	4	12%
36	NC(=O)c1cccc(-c2cnc3c(Nc4cccc(OC(F)(F)C(F)F)c4)nccn23)c1	0%	?	55	2	-11%
37	O=C(COc1coc(CN2CCN(c3ccccc3)CC2)cc1=O)NC1CCCC1	15%	3%	9	-3	-5%
38	O=C(Nc1cc(C(F)(F)F)cc(C(F)(F)F)c1)O[C@@H]1c2ccccc2[C@@H]2Cc3csc[n+]3[C@H]12	0%	7%	51	1	-6%
39	COC(=O)c1cc2sc(Cl)cc2n1Cc1nc(-c2ccccc2F)oc1C	16%	4%	/	6	/
40	COc1ccc(/C=C2\CCC/C(=C\c3ccc(OC)c(OC)c3OC)C2=O)c(OC)c1OC	-2%	?	23	7	8%
41	O=c1cc(CCl)nc(Cc2c(Cl)cccc2Cl)[nH]1	15%	?	4	12	-2%
42	Cc1ccsc1C(=O)N1CCN(c2ncccn2)CC1	?	10%	5	0	0%

cpd	PTHR1 agonist	GLP1R cytotox	KB-V1 cytotox	aSyn yeast inh
31	-1%	1%	6%	3%
32	i	-7%	7%	2%
33	-26%	-1%	-4%	2%
34	i	-13%	11%	1%&-2%
35	-4%	11%	-10%	2%
36	i	-22%	?	-6%
37	-8%	9%	6%	-6%
38	25%	-1%	21%	-23%
39	2%	6%	11%	/
40	-17%	-21%	18%	2%
41	-11%	-33%	?	7%
42	-22%	-3%	0%	2%

Compound activity as filed in PubChem BioAssay.
